From PubChem BioAssay
KDM5B inhibitor = inhibitors of human KDM5B histone demethylase; Q9UGL1; Potency, µM (series often up to 57.7 µM), inactives show at the top dose activity change, negative = inhibition, usual class: inhibitors; 2.6% of 220,000 active; KDM5B demethylase, FDH-coupled NADH fluorescence (FDH is formaldehyde dehydrogenase); AID 1347165; active means well fitted inhibition curve with a large enough effect; inconclusive means small, poorly fitted or top-dose-only effect; inactive means no such curve, though single readings can be large or run the other way; further: 0% is about no effect; nearly all actives have a fitted effect of over 70% in size
Target sequence (Q9UGL1 whole entry, looked up): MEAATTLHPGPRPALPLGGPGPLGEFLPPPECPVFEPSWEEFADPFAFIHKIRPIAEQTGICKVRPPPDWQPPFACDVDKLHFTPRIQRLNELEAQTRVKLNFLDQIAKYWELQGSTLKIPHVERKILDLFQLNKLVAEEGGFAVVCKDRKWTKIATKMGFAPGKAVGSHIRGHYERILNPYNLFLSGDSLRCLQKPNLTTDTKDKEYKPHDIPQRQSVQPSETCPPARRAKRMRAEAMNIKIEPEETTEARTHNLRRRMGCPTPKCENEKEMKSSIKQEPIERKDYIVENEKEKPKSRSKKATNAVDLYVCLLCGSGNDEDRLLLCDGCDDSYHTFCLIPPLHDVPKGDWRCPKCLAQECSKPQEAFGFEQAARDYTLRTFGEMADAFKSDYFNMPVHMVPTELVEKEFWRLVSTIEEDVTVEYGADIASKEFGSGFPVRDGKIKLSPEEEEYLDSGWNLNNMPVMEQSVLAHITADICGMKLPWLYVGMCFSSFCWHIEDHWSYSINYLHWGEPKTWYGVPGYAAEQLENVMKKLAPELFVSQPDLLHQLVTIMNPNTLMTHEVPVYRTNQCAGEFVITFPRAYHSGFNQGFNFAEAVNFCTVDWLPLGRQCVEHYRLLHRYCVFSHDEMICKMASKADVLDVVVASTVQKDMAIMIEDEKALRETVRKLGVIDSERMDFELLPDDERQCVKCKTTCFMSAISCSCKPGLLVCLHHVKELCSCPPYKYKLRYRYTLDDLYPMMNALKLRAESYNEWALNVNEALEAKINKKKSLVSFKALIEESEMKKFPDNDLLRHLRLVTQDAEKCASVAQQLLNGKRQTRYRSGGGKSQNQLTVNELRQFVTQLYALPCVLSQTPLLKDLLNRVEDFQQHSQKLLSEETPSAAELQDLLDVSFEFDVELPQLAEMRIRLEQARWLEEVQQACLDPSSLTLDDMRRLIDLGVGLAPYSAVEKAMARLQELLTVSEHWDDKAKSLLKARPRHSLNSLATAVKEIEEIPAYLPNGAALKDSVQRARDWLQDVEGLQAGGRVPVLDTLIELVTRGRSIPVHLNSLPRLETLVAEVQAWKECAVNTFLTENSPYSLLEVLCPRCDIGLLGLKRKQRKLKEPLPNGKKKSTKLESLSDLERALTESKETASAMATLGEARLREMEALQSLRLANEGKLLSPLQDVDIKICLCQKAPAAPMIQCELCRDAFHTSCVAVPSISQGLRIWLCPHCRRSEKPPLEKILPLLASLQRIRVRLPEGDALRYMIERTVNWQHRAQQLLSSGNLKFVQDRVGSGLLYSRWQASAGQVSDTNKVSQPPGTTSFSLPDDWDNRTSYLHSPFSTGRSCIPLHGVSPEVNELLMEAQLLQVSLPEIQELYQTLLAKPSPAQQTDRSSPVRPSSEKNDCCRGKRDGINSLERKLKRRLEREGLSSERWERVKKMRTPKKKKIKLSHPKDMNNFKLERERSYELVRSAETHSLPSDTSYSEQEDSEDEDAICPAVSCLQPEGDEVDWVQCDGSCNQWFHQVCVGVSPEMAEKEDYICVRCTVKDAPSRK
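Inhibition is measured as reduced NADH fluorescence generation from FDH coupling to formaldehyde release. Truncated KDM5BΔAP at 200 nM final acts on H3K4me3 peptide (12.5 µM in substrate mix) in pH 7.5 HEPES buffer with Tween-20, 30 min, room temperature.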
The depositor's hits bear a star; ? = inconclusive; & = joins results of further samples; [ ] = remark or other dose. Potency means the concentration at half of the fitted maximal effect. Only part of the results is shown (hit frequency here may not be typical).

SMILES	KDM5B inhibitor
COc1ccc(NC(=O)c2cc(C(C)=O)n3ccccc23)cc1	21%
COc1ccc(NC(=O)c2csc(C)c2)cc1OC	-15%
O=C(NCc1coc(-c2cccs2)n1)c1ccc(OC(F)F)cc1	65%[activator]
O=C(Cn1c(=O)n(-c2ccc(Cl)cc2)c(=O)c2sc3ccccc3c21)NC1CCCC1	?
Cc1nnc(SCC(=O)NC(C)C(C)C)s1 (centres undefined)	14%
CC(C)CCNC(=O)c1cnc2c(c1)N(C(=O)Cc1cn(C)c3ccccc13)CCC2	-24%[86.2 µM]
Cc1ccccc1NC(=O)c1cc2cc([N+](=O)[O-])ccc2oc1=O	14%
CC(C)NC(=O)N1CC2ON=C(C(=O)NCCc3ccc(Cl)cc3)C2C1 (centres undefined)	-5%[115 µM]
CN(CC(=O)Nc1ccc(F)cc1)C(=O)COc1ncnc2scc(-c3ccc(Cl)cc3)c12	11%
CCNC(=O)c1ccc2c(c1)C1(CCN(CC3CC3)C1)CN2Cc1ccccc1 (centres undefined)	35µM*
O=C(Nc1cc(F)ccc1F)N1CCCC1c1nncn1-c1ccccc1 (centres undefined)	-14%
COc1ccc(Oc2coc3cc(OC(=O)c4cccs4)ccc3c2=O)cc1	-15%
CC(C)CNc1nc(-c2ccc(Cl)cc2)c(CC(=O)O)s1	-1%
CC(=O)NN1C(=O)c2ccccc2NC1c1ccc(N(C)C)cc1 (centres undefined)	16%
CCOC(=O)c1cc(NC(=O)c2cc(Br)cc(C)c2OC)ccc1N1CCOCC1	?
Cc1ccc2c(CNC3CCCCC3)c(C(=O)O)n(Cc3ccc(F)cc3)c2c1	-14%
CC(=O)Nc1ccc(NC(=O)C(C)OC(=O)c2ccccc2-n2cnnn2)cc1 (centres undefined)	-3%
NC(=O)CN1CCC(NC(=O)c2ccc(Oc3ccccc3)cc2)CC1	-3%
CC(C)CN1C(=O)c2cccn2CC1CNC(=O)c1ccc2ccccc2n1 (centres undefined)	4%
COc1ccc(-c2cnc3[nH]cc(CC(=O)NCCN(C)C)c3c2)cc1	40µM*
CCN1C(=O)CCN(S(=O)(=O)CC)CC12CCOCC2	-16%
CCN1C(=O)NC(c2ccc(Br)s2)C(C(=O)OC)=C1C (centres undefined)	-4%
COc1cc(F)ccc1CN1CCCCC12Cc1ccccc1CNC2=O (centres undefined)	11%[115 µM]
COCCNc1ncccc1-c1noc([C@@H]2CCCN2Cc2ccccn2)n1	32µM*
COc1ccc(-c2c(C(=O)O)sc3c2NC(=O)CC32C(=O)Nc3c(C)cccc32)cc1 (centres undefined)	-15%
CC(=O)N1CCN(C(=O)c2cn(CCN)nn2)[C@H]2CS(=O)(=O)C[C@H]21	-20%
CN(C)C[C@@H]1CN(C2CCOCC2)C[C@H]1NC(=O)C1CC1	-13%
CCCC(=O)Nc1ccc(O)c(-c2nc3cc(C)cc(C)c3o2)c1	14%
NC(=O)c1cc2cc([N+](=O)[O-])ccc2oc1=O	-13%
O=C(Nn1cnnc1)c1ccccc1Br	-3%

The list goes on, overlapping the part above by 5 compounds.
SMILES	KDM5B inhibitor
CC(=O)N1CCN(C(=O)c2cn(CCN)nn2)[C@H]2CS(=O)(=O)C[C@H]21	-20%
CN(C)C[C@@H]1CN(C2CCOCC2)C[C@H]1NC(=O)C1CC1	-13%
CCCC(=O)Nc1ccc(O)c(-c2nc3cc(C)cc(C)c3o2)c1	14%
NC(=O)c1cc2cc([N+](=O)[O-])ccc2oc1=O	-13%
O=C(Nn1cnnc1)c1ccccc1Br	-3%
Cc1ncsc1CN1C(=O)CO[C@H](c2ccc(NC(=O)c3cccc(C#N)c3)cc2)[C@H]1CO	-7%
O=c1[nH]ccn1C1CCN(Cc2cccnc2)CC1	-40%[86.2 µM]
Cc1cc(C)n2nc(SCC(=O)Nc3ccccc3C)nc2n1	4%
COc1ccc(OCC(=O)N2CCC(c3nc4ccccc4s3)CC2)cc1	-6%
Cc1ccc(S(=O)(=O)N2CCCc3cc(NC(=O)c4cccc(Cl)c4)ccc32)cc1	-27%
CCOC(=O)C1=C(CN(C)Cc2ccccc2)NC(=O)NC1c1ccc(OC(C)C)cc1 (centres undefined)	-19%
NCc1ccc(C(F)(F)F)cc1	-5%
CC1CCCCN1C(C)CNC(=S)NCc1ccc(F)cc1 (centres undefined)	21%
CN1C(=O)CCC2(CNC(=O)c3ccccc3)CCCC=C12 (centres undefined)	6%
COCCCNc1ncnc2c1CN(C1CCCNCC1)C(=O)CN2C (centres undefined)	?
Cc1ccc(C)c(C(=O)N2CCCN(C)c3ccccc32)c1	-17%
O=C(NC1CCCCCC1)c1nc(-c2ccccc2)n(-c2ccccc2)n1	5%
COc1cccc(OC)c1C(=O)N1C(C(=O)NCC(C)C)COC12CCCC(C)C2 (centres undefined)	22%
N#Cc1ccccc1NC(=O)C(=O)NCCc1csc(-c2ccc(C(F)(F)F)cc2)n1	5%&0%
Cc1ccc(NS(=O)(=O)c2ccc(C(=O)NCC3CCCO3)cc2)cc1C (centres undefined)	-4%
CCCCN1C(=O)C2(/C(=C(\O)c3ccc(OC)c(C)c3)C(=O)C(=O)N2CCOC)c2ccccc21 (centres undefined)	5%
Cc1ccc(/C=C/C(=O)c2ccc(-c3ccccc3)cc2)c(C)c1	10%
CCC(Sc1nncn2c1cc1occc12)C(=O)Nc1ccc(C)c(Cl)c1 (centres undefined)	?
CCc1noc(-c2ccn3c(CNC(=O)c4nccc5ccccc45)nnc3c2)n1	?
COc1ccc(-c2cc3c(=O)[nH]nc(SCC(=O)N4CCCCC4)n3n2)cc1OC	5%
CCN(CC)C(=O)C(NC(=O)c1cccs1)C1CCN(C(=O)CCc2ccccc2)CC1 (centres undefined)	-13%
CCOC(=O)Cc1ccc(NC(=O)N(Cc2ccc(CC)cc2)Cc2cn[nH]c2-c2ccc(OC)cc2)cc1	-20%
Cc1ccc(C(=O)NCC(=O)N2CCCCCNC(=O)CC2c2ccccc2)s1 (centres undefined)	0%
Nc1nc(COC(=O)c2ccc(O)cc2)nc2ccccc12	-9%
CCCC12CN3CC(C)(CN(C1)C31C(=O)N(C)c3ccccc31)C2=O (centres undefined)	1%
Cc1c(CN(C)Cc2cccc(C(=O)Nc3ccc(C#N)cc3)c2)cnn1C	12%
COCCOCC(=O)N1CCC(C(=O)N2CCCCCCNC(=O)CC2)CC1	25%
C=CCN1CC(C(=O)N2CCN(Cc3ccccc3C#N)CC2)CC1=O (centres undefined)	31%[activator]
CCCN1C(=O)C(CC(=O)N2CCCCCC2)Sc2ncccc21 (centres undefined)	0%
CC(C)CNC(=O)N1CCC(N2C(=O)C3(CCCCC3)C2c2ccncc2)CC1 (centres undefined)	15%
COc1ccccc1N1CCN(S(=O)(=O)CCNC(=O)COc2ccc(F)cc2)CC1	?
CN(Cc1ccccc1)C(=O)COC(=O)c1c[nH]c2ccccc12	18%
Cc1occc1C(=O)N/N=C/c1ccc(N(C)C)cc1	?
CNC1CCN(c2ccc(-c3nc(CCCc4ccccc4)no3)cn2)CC1	?
CNC(=O)c1cc[nH]c1C1CCCN(Cc2scnc2C)C1 (centres undefined)	21%
Cc1ccc(CCNc2ncnc3onc(C)c23)cc1	-9%
COc1cc(CN2CCCC2c2cc(C(C)C)on2)cc(OC)c1OC (centres undefined)	-3%
CCOc1ccccc1N1CC(c2nc3ccccc3n2CCOc2ccc(OC)cc2)CC1=O (centres undefined)	?
COc1ccc(-c2ccccc2)cc1N1C(=O)[C@@H]2C[C@H]1CN2C(=O)[C@@H]1CCCO1	-9%
Cn1c(Cn2cccn2)nnc1C1CC(NC(=O)CCN2CCCO2)C1 (centres undefined)	-17%
O=C(NC1CCN(C(=O)N2CC3CC(C2)[C@H]2CCCC(=O)N2C3)CC1)c1cccs1 (some centres undefined)	-8%
O=C(O)c1ccc(-n2nnnc2SCc2cccc(Br)c2)cc1	-10%
COC(=O)c1ccc(OC(=O)c2ccc3c(c2)NC(=O)CS3)cc1	16%
O=C([C@@H]1C[C@H](F)CN1S(=O)(=O)Cc1ccccc1)N1CCCCC1	-11%
Cc1oc(-c2cccc(Br)c2)nc1CN1CCC(C(=O)NCCc2ccc(Cl)cc2)CC1	-1%
Cc1ccc(C2=CC(c3ccccc3F)n3c(nc4ccccc43)N2)cc1C (centres undefined)	-8%
CC(=O)c1ccc(NC(=O)C(C)Oc2cccc(F)c2)cc1 (centres undefined)	8%
O=C(Nc1ccc2c(c1)OCCO2)C(=O)c1c[nH]c2ccc(F)cc12	7%
S=c1[nH]c2ccccc2s1	-9%
O=C(Nc1ccc(Cl)cc1)c1cc(S(=O)(=O)N2CCc3ccccc32)ccc1F	?

Structures listed so far that contain a cyano group, in the order listed:
SMILES	KDM5B inhibitor
Cc1ncsc1CN1C(=O)CO[C@H](c2ccc(NC(=O)c3cccc(C#N)c3)cc2)[C@H]1CO	-7%
N#Cc1ccccc1NC(=O)C(=O)NCCc1csc(-c2ccc(C(F)(F)F)cc2)n1	5%&0%
Cc1c(CN(C)Cc2cccc(C(=O)Nc3ccc(C#N)cc3)c2)cnn1C	12%
C=CCN1CC(C(=O)N2CCN(Cc3ccccc3C#N)CC2)CC1=O (centres undefined)	31%[activator]

(list continues)
SMILES	KDM5B inhibitor
COc1cccc(C(=O)NCC(O)c2ccc(C)cc2)c1 (centres undefined)	-4%
COc1ccccc1N1CCN(C(=O)CNS(=O)(=O)c2ccc(Br)s2)CC1	?
CCN(CC(=O)Nc1c(F)cccc1F)C(=O)CCNS(=O)(=O)c1ccc(F)c(F)c1	-19%
COc1ccc2nc(SCC(=O)C(C)(C)C)[nH]c2c1	-9%
COc1cc(CNC(=O)C(C)Oc2ccccc2)ccn1 (centres undefined)	?
COC(=O)[C@@]1(C)CCCC2(C)c3ccc(C(C)C)cc3CCC21 (some centres undefined)	23%
CS(=O)(=O)c1ccccc1C(=O)OCc1cccc(F)c1F	-1%
CCCC(=O)Nc1ccc(-c2csc(NC3CC3)n2)cc1	-18%
N#Cc1cccc(C(=O)N2CCCC(n3cc(-c4nc(C5CC5)no4)nn3)C2)c1 (centres undefined)	8%
COc1ccc(-c2cc(C(=O)OCC(=O)c3c(N)n(C)c(=O)n(C)c3=O)c3ccccc3n2)cc1	?
COc1cccc(CNC(=O)c2ccc3oc(=O)n(Cc4ccccc4)c3c2)c1	-2%
O=C(CCn1c(-c2ccccc2)cc2ccccc21)N1CCN(CCO)CC1	?
COc1ccc(CC(=O)N2CC(c3nnc(-c4ccncc4)o3)C3(CCOCC3)C2)cc1 (centres undefined)	-17%
CCn1cc(S(=O)(=O)c2ccc(C)cc2)c(=O)c2cc(F)c(N3CCCCCC3)cc21	4%
O=C(Cn1cc(S(=O)(=O)Cc2ccc(F)cc2)c2ccccc21)NCc1ccccc1Cl	-13%
COC(=O)c1ccc(CNCc2ccco2)o1	17%
Cc1ccc(CN2CCCC(C(=O)N3CCN(c4ccccn4)CC3)CCNC(=O)CC2)s1 (centres undefined)	28µM*
COc1ccc(-c2ccnc(N[C@H]3CO[C@H]4[C@@H]3OC[C@@H]4NS(=O)(=O)c3cccs3)n2)cc1	14µM*
COc1ccc(Cl)cc1NC(=O)CSc1nc(=O)[nH]c2c1CCCC2	-15%
CCN(CC)CC[C@H]1CN(C(=O)Cc2ccc(OC)cc2)CC[C@H]1CC(=O)O	-3%[86.2 µM]

Some of the entries so far, field by field.
> O=C(CCn1c(-c2ccccc2)cc2ccccc21)N1CCN(CCO)CC1
  KDM5B inhibitor: ?

> COc1ccc(CC(=O)N2CC(c3nnc(-c4ccncc4)o3)C3(CCOCC3)C2)cc1 (centres undefined)
  KDM5B inhibitor: -17%

> CCn1cc(S(=O)(=O)c2ccc(C)cc2)c(=O)c2cc(F)c(N3CCCCCC3)cc21
  KDM5B inhibitor: 4%

> O=C(Cn1cc(S(=O)(=O)Cc2ccc(F)cc2)c2ccccc21)NCc1ccccc1Cl
  KDM5B inhibitor: -13%

Next section:
SMILES	KDM5B inhibitor
Cc1ccccc1-c1cc(-c2ccccc2C)[nH]n1	-19%
O=C(NCc1csc(-c2ncccn2)n1)C1COc2ccccc2C1 (centres undefined)	20%
CCCNC(=O)COc1cc(C)c2c(C)nn(-c3ccc(CC)cc3)c2n1	6%
O=C1Nc2ccccc2CC12CCN(CC1CCCCC1)C2 (centres undefined)	-6%[86.2 µM]
N#CCCN(CCC#N)C(=O)Cc1coc(-c2ccccc2)n1	-5%
Cn1cc(-c2cnc(Nc3ccc(F)cc3)c3c2CCO3)cn1	6.3µM*
COc1ccc(CNC(=O)C[C@@H]2c3nc(NC(=O)c4cccs4)sc3C[C@@H]3[C@](C)(CO)[C@H](O)CC[C@]32C)cc1	25µM*
C#CCOc1ccc(-c2nnc(Nc3ccc(NC(C)=O)cc3)c3ccccc23)cc1	7%
O=C(N[C@@H]1C[C@H](Cn2cc(C3CC3)nn2)[C@@H](O)[C@H]1O)c1ccccc1	?
CC(C)(Oc1ccc(Br)cc1)C(=O)NCc1ccc(-c2nn3cnnc3s2)cc1	-16%
CCC1(O)CCC12CCN(C(=O)c1cccs1)CC2 (centres undefined)	-6%
CCc1noc(-c2cccn3c(CNC(=O)c4ccccn4)nnc23)n1	25µM*
COc1ccc(-c2nc(Cn3c(SCc4ccccc4F)nc4cccnc43)c(C)o2)cc1	?
COc1ccc(CNCCSc2nnnn2-c2ccccc2)c(OC)c1	-4%
CC(C)CN1CCN(c2nc3c(c(=O)[nH]c(=O)n3C)n2Cc2ccccc2F)CC1	8%
COCCOC1CCN(C(=O)c2cccc(OC)c2)CC1	-6%
